Menin-MLL TR inh = qHTS Assay for Inhibitors Targeting the Menin-MLL Interaction in MLL Related Leukemias: Competition With Texas Red Labeled MLL-derived Mutant Peptide; hit rate 0.23% among 270,000; Menin + Texas Red MLL mutant peptide, fluorescence polarization; Potency, µM (top dose mostly 61.6 µM), without a hit: at the top dose FP activity change, negative = inhibition, hits mostly inhibitors; active means well fitted inhibition curve with a large enough effect in the polarisation, with a control signal flat, not every such curve was filed as active; inconclusive means small, poorly fitted or top-dose-only effect, or effect the other way, or a change in a side signal; inactive means no such curve, though single readings can be large or run the other way; the % refers to the polarisation; further: potency means the concentration at half of the fitted maximal effect; % of control where 0% means no effect; many of its hits are not listed in these tables
hERG WT inh = qHTS for Inhibitors of KCHN2 3.1: Wildtype qHTS | Voltage-gated inwardly rectifying potassium channel KCNH2 (Homo sapiens), Q12809 | hit rate 0.37% among 340,000 | U2OS, BacMam KCNH2, thallium flux FluxOr; hits give low values | activity change, % at 1.84 µM;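 active means maximum activity change below -70%; inconclusive means maximum activity change between -70% and -50%; inactive means maximum activity change above -50%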; further: on the % scale 0 is the no-effect control and ±100 the full control effect
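U2OS cells transduced with wild-type KCNH2 virus are loaded with FluxOr dye for 45 min, and thallium flux is measured in kinetic reads before and after stimulation buffer. Rate constants are normalized to DMSO controls.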
TSHR antagonist = Antagonists of the Thyroid Stimulating Hormone Receptor: HTS campaign; hit rate 0.2% among 330,000; activity change, negative = inhibition, % at 11.5 µM; Thyrotropin receptor (Homo sapiens), P16473; AID 504810, 2011; TSHR-expressing cells, TSH-stimulated cAMP HTRF, 2 h; hits give low values;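 active means activity change below a set negative limit, meaning inhibition stronger than a set level, cut at about -70% in these data; inconclusive means activity change between two set negative limits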; further: on the % scale 0 is the no-effect control and ±100 the full control effect
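Freshly harvested TSHR cells receive pin-tooled compound, then EC80 TSH at 4nM final. After 2 hours at 37 deg C, antibody in lysis buffer and cAMP-d2 are added; 30 minutes at ambient temperature precede the HTRF read.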
MBNL1-CUG inh = qHTS Assay for Inhibitors of MBNL1-poly(CUG) RNA binding; hit rate 0.036% among 280,000; TR-FRET MBNL1-His/biotin-(CUG)12 binding, 665/545 ratio; Potency, µM (highest dose often 57.5 µM), without a hit: at the top dose activity change, negative = inhibition, usual class: inhibitors; Muscleblind-like protein 1 (Homo sapiens), Q9NR56; active means well fitted inhibition curve with a large enough effect in the signal ratio, with a control signal flat, not every such curve was filed as active; inconclusive means small, poorly fitted or top-dose-only effect, or effect the other way, or a change in a side signal; inactive means no such curve, though single readings can be large or run the other way; the % refers to the signal ratio; further: potency means the concentration at half of the fitted maximal effect; on the % scale 0 is the no-effect control and ±100 the full control effect
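Inhibition of protein-RNA binding appears as loss of TR-FRET between terbium anti-His antibody on MBNL1-His and streptavidin-XL665 on biotin-(CUG)12. Activity is normalized to buffer-only and uninhibited-complex controls.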
ASM inhibitor = Inhibitors of Secretory Acid Sphingomyelinase (S-ASM): qHTS | Sphingomyelin phosphodiesterase (Homo sapiens), P17405 | placental ASM, HMU-PC fluorogenic substrate, 60 min | Potency, µM (highest dose often 57.5 µM), for inactives: at the top dose activity change, negative = inhibition, most hits filed as inhibitors | hit rate 0.006% among 340,000 | AID 504937, 2011; further: potency means the concentration at half of the fitted maximal effect
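Steps: dispense placental human ASM, pin compound, wait 10 min at room temperature, add HMU-PC0 substrate at 9 uM final, incubate 60 min at 37 °C, add stop solution raising pH to 10, read fluorescence.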
BCR signal inh = qHTS Assay to Find Inhibitors of Chronic Active B-Cell Receptor Signaling | hit rate 0.05% among 340,000 | ABC-DLBCL IkBa-CBG/CBR reporter, luminescence ratio, 4 h | AID 493014, 2011 | Potency, µM (series often up to 46.1 µM), without a hit: top-dose ratio change, negative = lower green/red ratio, actives largely listed as inhibitors; active means well fitted inhibition curve with a large enough effect in the signal ratio, with a control signal flat, not every such curve was filed as active; inconclusive means small, poorly fitted or top-dose-only effect, or effect the other way, or a change in a side signal; the % refers to the signal ratio;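 further: potency means the concentration at half of the fitted maximal effect; plate controls were basal doxycycline-induced cells for no effect and cells given 10 µM MG132 for full effect; MG132 reads +100%, hits lower the ratio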
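Cell line TMD8 (human ABC DLBCL), stably expressing tet-inducible CBG68-IkBa fusion and CBR; IMDM/0.5% FBS; cpd up to 46 uM; dox induction, 4 h, 37C/5% CO2; dual luminescence; green/red ratio; MG132 control.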
GALK inh = qHTS Assay for Inhibitors of Human Galactokinase (GALK); P51570; Purified GALK, Kinase-Glo residual ATP luminescence; Potency, µM (titrated, usually from 57.5 µM), for the others: at the highest dose activity change, negative = inhibition, usual class: inhibitors; hit rate 0.007% among 270,000; further: potency means the concentration at half of the fitted maximal effect; on the % scale 0 is the no-effect control and ±100 the full control effect
Target sequence (P51570 whole entry, looked up): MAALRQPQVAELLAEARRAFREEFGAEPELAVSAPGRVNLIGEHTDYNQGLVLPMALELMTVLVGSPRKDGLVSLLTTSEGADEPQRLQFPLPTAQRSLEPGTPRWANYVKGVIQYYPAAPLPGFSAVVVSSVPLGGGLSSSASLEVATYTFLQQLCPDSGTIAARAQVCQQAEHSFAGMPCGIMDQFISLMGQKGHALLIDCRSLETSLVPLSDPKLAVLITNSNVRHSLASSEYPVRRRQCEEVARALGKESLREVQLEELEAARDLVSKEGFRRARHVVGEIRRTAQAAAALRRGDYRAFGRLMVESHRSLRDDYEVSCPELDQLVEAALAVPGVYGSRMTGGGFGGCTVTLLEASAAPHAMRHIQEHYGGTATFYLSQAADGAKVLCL
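Compounds were pin-transferred into ATP buffer (35 uM final), then GALK plus galactose (5 nM, 100 uM final) was added. After 1 h at room temperature, Kinase-Glo Plus was added and luminescence read after 10 min.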
USP2a block = qHTS Assay for Inhibitors of Ubiquitin-specific Protease USP2a Using CHOP2 as the Reporter | USP2 core, Ub-CHOP2 coupled fluorogenic reporter, 485/531 | Potency, µM (highest dose often 38.3 µM), for inactives: at the top dose activity change, negative = inhibition, most hits filed as inhibitors | hit rate 0.01% among 330,000 | AID 463254, 2010;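 further: potency means the concentration at half of the fitted maximal effect; plate controls were DMSO wells for no effect and full inhibition by NEM control for full effect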
Target sequence (O75604 whole entry, looked up): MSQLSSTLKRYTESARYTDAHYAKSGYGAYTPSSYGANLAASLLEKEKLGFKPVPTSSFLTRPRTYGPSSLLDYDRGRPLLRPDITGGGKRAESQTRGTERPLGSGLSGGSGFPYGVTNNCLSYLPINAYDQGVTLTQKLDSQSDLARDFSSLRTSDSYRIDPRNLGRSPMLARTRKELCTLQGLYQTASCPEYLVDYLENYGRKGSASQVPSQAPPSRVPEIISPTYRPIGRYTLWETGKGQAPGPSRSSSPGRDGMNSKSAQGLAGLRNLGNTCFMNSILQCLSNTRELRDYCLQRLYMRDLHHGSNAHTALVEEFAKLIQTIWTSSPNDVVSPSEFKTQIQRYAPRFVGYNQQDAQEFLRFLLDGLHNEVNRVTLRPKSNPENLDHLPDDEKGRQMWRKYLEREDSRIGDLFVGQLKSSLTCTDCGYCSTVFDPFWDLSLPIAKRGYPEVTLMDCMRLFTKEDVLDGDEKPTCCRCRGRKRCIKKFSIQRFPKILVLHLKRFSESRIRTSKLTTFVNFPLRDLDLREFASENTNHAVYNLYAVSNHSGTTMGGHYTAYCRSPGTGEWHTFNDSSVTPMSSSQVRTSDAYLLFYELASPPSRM
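Cell-free coupled assay: 10nM USP2 core preincubated 30min RT with compound in Tris-HCl pH 8.0/CaCl2/CHAPS buffer, then 25nM Ub-CHOP2 and 25nM reporter substrate; fluorescence (Ex 485/Em 531) read after 60min RT, normalized to NEM inhibition, concentration-response curves fitted.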
PKM2 activator = qHTS Assay for Activators of Human Muscle isoform 2 Pyruvate Kinase; hit rate 0.34% among 260,000; purified PKM2, Kinase-Glo ATP luminescence, activation; response scale: 0% is enzyme alone, no compound; Potency, µM (titrated, usually from 57.5 µM), for the others: top-dose activation, most hits filed as activators; AID 1631, 2009; Pyruvate kinase PKM (Homo sapiens), P14618; further: potency means the concentration at half of the fitted maximal effect; on the % scale 0 is the no-effect control and ±100 the full control effect; nearly all actives have a fitted effect of over 55% in size
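Kinase-Glo luminescence reports ATP generated from ADP (0.1 mM) and PEP (0.5 mM) by purified hPK-M2 after 1 h at room temperature, pH 7.2 imidazole buffer; intermediate enzyme activity allows detecting inhibitors and activators.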
Eya2 phos inh = qHTS Assay for Inhibitors of the Phosphatase Activity of Eya2. Protein phosphatase EYA2 (Homo sapiens), O00167. Potency, µM (series often up to 76.9 µM), for the others: at the top dose activity, negative = inhibition, most hits filed as inhibitors. recombinant Eya2, OMFP fluorescence dephosphorylation (OMFP is methylfluorescein phosphate). hit rate 0.006% among 330,000. AID 488837, 2010; further: potency means the concentration at half of the fitted maximal effect; on the % scale 0 is the no-effect control and ±100 the full control effect
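Eya2 protein (added as 0.2 uM solution) was preincubated with compound for 10 min at ambient temperature in 50 mM HEPES pH 7.5, 50 mM NaCl, 5 uM MgCl2, 0.05% BSA, 1 mM DTT. OMFP (added at 50 uM) then reacted 10 min; fluorescence read at 485/525 nm.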
Mito fusion yeast = qHTS Assay for Small Molecule Inhibitors of Mitochondrial Division or Activators of Mitochondrial Fusion; Potency, µM (doses to about 46.1 µM), inactives show at the top dose growth rescue (activation), most hits filed as activators; S. cerevisiae fusion-defective mutant growth rescue, CellTiterGlo 48 h; hit rate 0.23% among 320,000;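 further: potency means the concentration at half of the fitted maximal effect; % of control where 0% means no effect; nearly all actives have a fitted effect of over 45% in size; temperature-sensitive fusion mutants such as fzo1-1 at 37 °C on non-fermentable ethanol glycerol medium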
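S. cerevisiae fusion-defective temperature-sensitive mutants (e.g. fzo1-1, mgm1-5) grown 48 h at 37C in YPEG (ethanol/glycerol non-fermentable) medium with 23 nl compound per well; growth rescue read as CellTiterGlo luminescence.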
An asterisk follows results filed as active; ? = inconclusive; · = no result given; [ ] = dose if it differs, or a comment. Unless noted, the call rests on the fitted dose curve; in most records, active means well fitted curve in the direction sought with a large enough effect; inconclusive means small, poorly fitted or top-dose-only effect, or another doubt; inactive means no such curve, though single readings can be large; an effect the other way counts as inactive or inconclusive. Some of the compounds tested; count on the stated rates, not on these rows.

SMILES	Menin-MLL TR inh	hERG WT inh	TSHR antagonist	MBNL1-CUG inh	ASM inhibitor	BCR signal inh	GALK inh	USP2a block	PKM2 activator	Eya2 phos inh	Mito fusion yeast
COc1ccc(C(CC(=O)Nc2ccccc2OC)n2cccc2)cc1 (stereo not drawn)	4%	6	1	·	·	?	-2%	-1%	-19%	-4%	12%
O=C(O)c1cccc(OS(=O)(=O)c2cc(Br)ccc2Br)c1	·	-9	-15	·	2%	?	·	-3%	·	7%	5%
COc1ccc(-c2n[nH]c(=S)n2/N=C/C=C/c2ccccc2OC)cc1	-11%	5	-7	-7%	-7%	-7%	-1%	2%	-11%	4%	-3%
CC1(C)C2CCC1(CS(=O)(=O)Nc1cccc(S(N)(=O)=O)c1)C(=O)C2 (stereo not drawn)	·	-9	3	-20%	5%	2%	·	-1%	-8%	1%	3%
COc1ccc2c(Cl)c(C(=O)N/N=C/c3c(C)[nH]c4ccccc34)sc2c1	?	-10	15	24%	-23%	?	0%	0%	8%	2%	?
O=C(NCCc1cccs1)c1ccc(CS(=O)Cc2ccc(Cl)cc2)o1 (stereo not drawn)	·	1	-9	1%	-2%	?	0%	2%	·	-13%	-3%
O=C(CNC(=O)c1ccco1)N/N=C/c1ccc(O)cc1O	·	14	-1	12%	49%	-15%	0%	4%	·	4%	-2%
C/C(=N\NC(=O)C(N)=O)c1ccc(Br)cc1	-3%	-13	2	-10%[11.5 µM]	1%	3%	·	0%	9%	4%	-10%
Cc1ccc(CNCC(O)(c2ccc(F)cc2)c2ccc(F)cc2)cc1	-11%	-12	20	4%	0%	?	0%	1%	-1%	-2%	-7%
Cc1ccc(NC(=O)C2CC(=O)Nc3ncnn32)c(C)c1 (stereo not drawn)	·	5	-3	6%	-4%	-1%	0%	1%	-1%	4%	-2%
Cc1ccc(-n2c(=S)[nH]c3c(oc4ccccc43)c2=O)cc1	18%	-1	35	-14%	-2%	?	1%	-2%	-6%	-1%	0%
Cc1cc(C)c(C)c(S(=O)(=O)NCc2ccco2)c1C	0%	·	·	5%	·	·	-4%	·	6%	·	2%
CCOC(=O)c1c(C)[nH]c(C(=O)CSc2nc3ccccc3o2)c1C	26%	-9	17	1%	0%	-1%	0%	2%	0%	1%	-1%
O=C(NCc1cccnc1)c1ccc(COc2ccc3c(c2)CCC3)o1	5%	5	-8	2%	5%	?	1%	-1%	-13%	1%	3%
COc1ccc(NC(=O)CNC(=O)Cn2c(C)cc3ccccc3c2=O)c(OC)c1	14%	-12	13	-2%	0%	-4%	-2%	0%	-2%	2%	-5%
N#CC1=C(SCC(=O)Nc2ccccc2)NC(=O)CC1c1ccc(O)cc1 (stereo not drawn)	3%	4	-6	14%	-1%	?	0%	1%	-2%	-4%	-1%
CCCCc1nnc(NC(=O)C2CC(=O)N(c3ccc4c(c3)OCCO4)C2)s1 (stereo not drawn)	-24%	0	1	-4%	1%	-6%	0%	0%	4%	2%	-3%
Cc1nc(N2CCC(C)CC2)c2c(C)c(C(=O)Nc3ccc(C(F)(F)F)cc3)sc2n1	1%	3	4	32%[activator]	-9%	2%	0%	3%	3%	12%	6%
Cc1ccc(-n2cccn2)c(CN2CCCC(C(=O)c3ccc4c(c3)OCO4)C2)c1 (stereo not drawn)	-12%	?	-5	-6%	-1%	-8%	0%	1%	3%	-2%	2%
CC(=O)Nc1ccc(OCC(=O)NCCc2ccc(Cl)cc2)cc1	6%	-3	7	-1%	2%	-3%	0%	1%	26%	-11%	-1%
CCOC(=O)c1cc2c(=O)c3cc(C)ccc3oc2nc1C	20%	-4	-3	77%[activator]	0%	0%	·	1%	·	-8%	4%
CCN(CC)c1ccc(NC(=O)CSc2nnc3nc(C)cc(C)n23)cc1	-12%	3	-7	0%	-3%	5%	-4%	-1%	-2%	-2%	-5%
O=C(CN1CCN(S(=O)(=O)c2ccc(Cl)cc2)CC1)NCC1(N2CCOCC2)CCCCC1	·	21	-2	·	6%	?	·	2%	·	10%	0%
COC(=O)Cn1cnc2c(oc3ccccc32)c1=O	1%	-20	5	-2%	-3%	-1%	2%	-4%	·	8%	6%
CCOC(=O)C1=C(CS(=O)(=O)c2ccc(C)c(C)c2)NC(=O)NC1c1ccc(O)cc1 (stereo not drawn)	-18%	6	8	1%	1%	-9%	0%	1%	11%	10%	6%
(next part)
SMILES	Menin-MLL TR inh	hERG WT inh	TSHR antagonist	MBNL1-CUG inh	ASM inhibitor	BCR signal inh	GALK inh	USP2a block	PKM2 activator	Eya2 phos inh	Mito fusion yeast
Cc1ccc(S(=O)(=O)NC(Cc2ccccc2)C(=O)NN)cc1 (stereo not drawn)	-27%	-5	-3	8%	2%	?	·	1%	0%	-10%	0%
CC1(C)Cc2c(sc3c2C2=NCCN2C=N3)CS1	1%	1	18	-10%	47%[activator]	-8%	2%	0%	-7%	11%	0%
O=C(Nc1nc(-c2ccc(F)c(F)c2)cs1)C1=COCCO1	·	-9	3	·	-3%	?	·	-4%	·	-6%	4%
CCn1c(CN2CCN(CCO)CC2)nc2ccccc21	-9%	·	4	-5%	-2%	0%	4%	4%	-7%	10%	-6%
O=c1c2ccccc2sc2ccc(Cl)cc12	-17%	17	-1	10%	80%[activator]	?	0%	1%	2%	-24%	-4%
Cc1ccc(C(=O)Nc2ncccc2O)cc1S(=O)(=O)N1CCCCC1	·	3	-6	·	-1%	8%	·	1%	·	-3%	14%
CC(=O)NC(=O)COC(=O)/C=C/c1c(C)nn(Cc2c(Cl)cccc2Cl)c1Cl	3%	-4	-45	-10%	-1%	26%	1%	-7%	-5%	-5%	17%
CCc1ccc(-n2c(SCC(=O)N3CCC(C(=O)O)CC3)nnc2-c2ccncc2)cc1	5%	-22	27	2%	3%	-4%	-1%	12%	1%	8%	0%
CC1CCCC(C)N1C(=O)CSc1nc2ccccc2s1 (stereo not drawn)	-6%	0	-12	-2%	0%	4%	-2%	0%	-5%	16%	4%
FC(F)Oc1ccc(NC(=S)Nn2cnnc2)cc1	6%	0	-10	2%	7%	-1%	-4%	0%	-12%	1%	-1%
CC(C)CCOc1cccc(OCC(=O)NC2CCS(=O)(=O)C2)c1 (stereo not drawn)	?	-12	-11	-3%	0%	0%	0%	1%	0%	15%	-1%
Cc1nonc1CC(=O)N1CCCC(C(=O)c2ccc(Cl)cc2)C1 (stereo not drawn)	-4%	-22	-15	5%	1%	11%	-1%	0%	?	-11%	6%
CCOc1ccccc1C(=O)N[C@H](C(=O)NNC(=O)c1cccs1)C(C)C	·	0	·	·	-1%	-6%	·	3%	·	7%	·
Cc1ccc2c(c1)COc1c3ccc(C(=O)N[C@@H](C)CO)cc3nn1-2	·	3	7	?	21%	12%	-2%	6%	-17%	-6%	-1%
CCOC(=O)c1ccc(S(=O)(=O)NNS(=O)(=O)c2ccc(C)cc2)cc1	4%	-4	-4	-2%	0%	0%	-1%	5%	·	11%	-6%
Cc1c2c(nc3ccccc13)CCC(C)C2 (stereo not drawn)	-23%	2	14	3%	2%	-1%	14%	-6%	-8%	?	-4%
COC1=CCC2([N+](=O)[O-])CN(CC(=O)O)CC1([N+](=O)[O-])C2 (stereo not drawn)	10%	1	4	0%	3%	1%	0%	4%	-8%	3%	-1%
CCCn1cnnc1CNC(=O)C1CCC(=O)N(CCc2cccc(F)c2)C1 (stereo not drawn)	19%	-11	-1	-3%	1%	0%	-8%	-1%	-7%	0%	-1%
CCOc1ccccc1NC(=O)C(OC(=O)c1cnccn1)c1ccccc1 (stereo not drawn)	·	8	8	·	-1%	?	·	2%	·	-5%	-1%

Source: PubChem BioAssay (National Center for Advancing Translational Sciences (NCATS))
